Bioassay records (PubChem BioAssay)
D2 antag: D2 dopamine receptor (human) antagonism | HEK293 TREx D2 cells, calcium flux, dopamine EC80 | inhibition, % at 10 µM | hit rate 2% among 340,000 | AID 485344; in the data active = inhibition above about 30%; also: 0% is about no effect
Target sequence (P14416 whole entry, looked up): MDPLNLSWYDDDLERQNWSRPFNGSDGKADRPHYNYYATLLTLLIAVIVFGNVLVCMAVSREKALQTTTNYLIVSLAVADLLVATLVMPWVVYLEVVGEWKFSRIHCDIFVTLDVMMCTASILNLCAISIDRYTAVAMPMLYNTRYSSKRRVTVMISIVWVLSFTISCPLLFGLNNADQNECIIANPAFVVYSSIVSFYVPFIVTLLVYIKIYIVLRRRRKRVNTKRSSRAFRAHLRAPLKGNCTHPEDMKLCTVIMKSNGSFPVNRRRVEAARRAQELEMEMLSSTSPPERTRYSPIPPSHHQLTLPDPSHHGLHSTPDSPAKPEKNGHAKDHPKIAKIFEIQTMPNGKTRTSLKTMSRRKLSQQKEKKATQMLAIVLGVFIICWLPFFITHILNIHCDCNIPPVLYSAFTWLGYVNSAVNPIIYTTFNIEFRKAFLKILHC
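Calcium flux kinetic readout in an inducible HEK293 TREx D2 line plated overnight at 30 C. After 180 s compound exposure, an EC80 dopamine challenge follows with another 180 s kinetic read to detect antagonism.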
Pin1 inh: inhibitors of human Pin1 | Pin1 FP peptide displacement, HiFluor488, 10 min | Potency, µM (series often up to 115 µM), without a hit: at the top dose activity, negative = inhibition, actives largely listed as inhibitors | Q13526 | hit rate 0.009% among 390,000; active = well fitted inhibition curve with a large enough effect in the polarisation, with a control signal flat, not every such curve was filed as active; inconclusive = small, poorly fitted or top-dose-only effect, or effect the other way, or a change in a side signal; inactive = no such curve, though single readings can be large or run the other way; the % refers to the polarisation; also: potency is read from the fitted curve at half-maximal effect; % is scaled to controls: 0 for no effect and ±100 for the full control effect
Target sequence (Q13526 whole entry, looked up): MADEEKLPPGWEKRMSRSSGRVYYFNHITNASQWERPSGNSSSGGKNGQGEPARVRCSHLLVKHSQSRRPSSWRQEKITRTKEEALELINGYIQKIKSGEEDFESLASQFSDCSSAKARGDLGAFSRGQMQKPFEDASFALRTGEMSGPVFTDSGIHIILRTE
USP1-UAF1 inh: inhibitors of human USP1/UAF1 deubiquitinase. O94782. recombinant USP1/UAF1, Ub-Rhodamine cleavage fluorescence. Potency, µM (doses to about 57.1 µM), inactives show top-dose activity change, negative = inhibition, actives largely listed as inhibitors. hit rate 0.23% among 390,000. AID 743255; also: potency is read from the fitted curve at half-maximal effect; % is scaled to controls: 0 for no effect and ±100 for the full control effect; nearly all actives have a fitted effect of over 60% in size; inactives centre near -12
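USP1/UAF1 complex at 1 nM was preincubated with compound for 15 min at room temperature, then Ub-Rho substrate (150nM final) was added. Fluorescence (480/540 nm) was read kinetically, 6 reads every 60 seconds.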
TrxR1 substrate: rat thioredoxin reductase 1 substrate activity; purified TrxR1 substrate turnover, NADPH consumption readout; Potency, µM (highest dose often 114 µM), without a hit: at the top dose activity change, negative = substrate turnover; hit rate 0.01% among 390,000; AID 588456; also: potency is read from the fitted curve at half-maximal effect; % is scaled to controls: 0 for no effect and ±100 for the full control effect; nearly all actives have a fitted effect of over 50% in size
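Rat TrxR1, dispensed at 90 nM, was prereduced with 400 uM NADPH (final) for 5 min at ~22 deg C, then incubated with compound 15 min before 400 uM selenite. A first-read NADPH fluorescence drop versus no-compound background flagged substrates.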
TRHR enhancer: allosterically enhances the human TRH receptor | AID 493056 | hit rate 0.66% among 360,000 | P34981 | enhancement, % at 2 µM | TRHR cells, fluo-8 calcium fluorescence, EC20 TRH enhancement; in the data active = enhancement above about 30%; also: 0% is about no effect
Target sequence (P34981 whole entry, looked up): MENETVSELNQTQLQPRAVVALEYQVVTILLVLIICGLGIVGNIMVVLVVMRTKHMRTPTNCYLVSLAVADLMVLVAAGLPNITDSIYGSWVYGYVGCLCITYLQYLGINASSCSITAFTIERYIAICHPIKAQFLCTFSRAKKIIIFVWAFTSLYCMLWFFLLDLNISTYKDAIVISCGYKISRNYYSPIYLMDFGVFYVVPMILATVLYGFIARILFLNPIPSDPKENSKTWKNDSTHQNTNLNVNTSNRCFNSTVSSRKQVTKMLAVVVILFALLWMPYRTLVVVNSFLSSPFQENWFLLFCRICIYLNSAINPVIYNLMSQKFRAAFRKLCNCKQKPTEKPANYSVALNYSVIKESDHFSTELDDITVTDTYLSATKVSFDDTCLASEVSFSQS
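Enhancer read-out: after compound pinning and an initial kinetic agonist-mode read, an EC20 of TRH (10 nM final) was injected and fluo-8 calcium signal (Ex 480/Em 530) followed at 1 s/cycle for 100 cycles in TRHR-expressing cells.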
IDH1 R132H inh: blocks human mutant IDH1 R132H enzyme. Potency, µM (series often up to 76.6 µM), without a hit: at the highest dose activity change, negative = inhibition, hits mostly inhibitors. hit rate 0.093% among 390,000. IDH1-R132H enzyme, NADPH consumption, diaphorase/resazurin fluorescence. AID 602179. O75874; also: potency is read from the fitted curve at half-maximal effect; % is scaled to controls: 0 for no effect and ±100 for the full control effect; nearly all actives have a fitted effect of over 65% in size
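IDH1-R132H (0.5 ug/mL) preincubated 30 min with compound, then NADPH (0.016 mM) and alpha-KG (2 mM) added; 80 min at RT, pH 7.5. Remaining NADPH coupled via diaphorase/resazurin to fluorescence (540/590 nm); concentration-response curves normalized to no-enzyme control.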
rTrxR1 inhibitor: blocks rat thioredoxin reductase 1; O89049; recombinant rTrxR1, NADPH fluorescence consumption, selenite substrate; Potency, µM (titrated, usually from 114 µM), without a hit: top-dose activity change, negative = inhibition, actives largely listed as inhibitors; hit rate 1% among 390,000; AID 588453; also: potency is read from the fitted curve at half-maximal effect; % is scaled to controls: 0 for no effect and ±100 for the full control effect; nearly all actives have a fitted effect of over 65% in size
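Rat TrxR1 (90 nM in the dispensed reagent) was pre-reduced with 400 uM NADPH for 5 min at room temperature, then incubated with compound for 15 min. After 400 uM selenite was added, NADPH fluorescence (Ex 340/Em 450 nm) was followed for 8 min.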
D2 ag: agonists of human D2 dopamine receptor. P14416. HEK293 T-REx D2 cells, calcium flux agonist mode. activation, % at 2 µM. hit rate 0.53% among 340,000;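 active = activation over 3 SD above normal in the single-dose calcium agonist read, cut at about 30% in these data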; also: 0% is about no effect
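HEK293 Trex D2 cells, tetracycline-induced, o/n 30 C 5% CO2; no-wash Ca dye, RT 30–90 min; 10-cycle baseline, 23 nl cpd added, kinetic Ca read 180 s; agonist hits = positive Ca response.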
TRHR ag: activates the human TRH receptor. P34981. TRHR cells, calcium flux fluo-8, FDSS agonist mode. activation, % at 2 µM. hit rate 0.18% among 360,000. AID 493084; in the data active = activation above about 30%; also: 0% is about no effect
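Steps: seed TRHR cells overnight; add fluo-8 no-wash Ca dye, RT 30 min–1.5 h; record 10 s baseline; pin-transfer compounds; monitor fluorescence 1 cycle/s for the agonist window. Calcium increases flag candidate agonists.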
Active calls of the source: *; u = inconclusive; x = not tested or not shown; [ ] = another dose, or the depositor's remark. Unless noted, calls follow the shape of the dose curve; as a rule, active = well fitted inhibition curve with a large enough effect; inconclusive = small, poorly fitted or top-dose-only effect; inactive = no such curve, though single readings can be large or run the other way. The list is partial; rates above refer to the full screens.

SMILES	D2 antag	Pin1 inh	USP1-UAF1 inh	TrxR1 substrate	TRHR enhancer	IDH1 R132H inh	rTrxR1 inhibitor	D2 ag	TRHR ag
COc1ccc(CCNC2CC(=O)N(CCc3ccc(OC)c(OC)c3)C2=O)cc1OC (stereo unspecified)	-4	-8%	-10%	5%	3	0%	-28%	0.4	0.0
COc1ccc(OC)c(/C=C/c2c([N+](=O)[O-])c(=O)n(C)c(=O)n2C)c1	6	-7%	-13%	-5%[57.1 µM]	2	6%	25%[57.1 µM]	-0.4	-0.4
S=C(c1ccc(Br)cc1)N1CCN(Cc2ccccc2)CC1	-1	6%	-14%	3%	-2	1%	4%	0.5	0.8
CCC(Sc1ccc2nnc(-c3ccc(F)cc3)n2n1)C(=O)O (stereo unspecified)	x	0%	-4%	33%[activator]	x	3%	10%	x	x
COc1ccc(-n2nnc(-c3nc(-c4ccccc4C)no3)c2N)cc1Cl	x	1%	-1%	-5%	2	3%	11%	x	-0.3
COCCn1c(CCc2ccccc2)n[nH]c1=S	-4	2%	-5%	4%[57.1 µM]	-3	5%	-9%[57.1 µM]	1.2	0.1
CCCS(=O)(=O)N1CCCC(C(=O)c2cccc(Cl)c2)C1 (stereo unspecified)	-9	1%	-5%	4%[57.1 µM]	-2	6%	2%[57.1 µM]	-1.4	-1.8
CC(NC(=O)CNC(=O)Cc1cccc2ccccc12)c1ccc(S(N)(=O)=O)cc1 (stereo unspecified)	9	12%	-22%	3%	3	-5%	17%	0.2	-0.6
CSc1nc2ccsc2c(=O)n1-c1cccnc1	0	-1%	-20%	3%	3	-9%	16%	-0.9	0.5
O=C(COC(=O)c1cc(=O)[nH]c2ccccc12)NCc1ccc(Cl)cc1	-3	9%	-17%	3%	-2	-7%	9%	0.2	1.7
CCN(CC)C(=O)c1sc(NC(=O)c2ccncc2)c(C(=O)OC)c1C	-6	-5%	-21%	-6%	0	1%	-11%	0.5	-0.2
COc1ccc(N(CC(=O)Nc2ccc(Cc3ccncc3)cc2)S(=O)(=O)c2ccccc2)cc1	18	2%	-16%	-11%	-1	-7%	22%[57.1 µM]	-2.1	-0.5
Cc1ccsc1/C=C1\CCc2ccccc2C1=O	-2	u	-11%	-3%[57.1 µM]	2	7%	12%[57.1 µM]	0.3	-0.2
CN(CC(=O)Nc1ccc(N2CCOCC2)cc1)CC(=O)Nc1cccc(C#N)c1	-20	1%	4%	-9%	-1	2%	-5%	-0.9	-0.3
NC(=O)CSc1nnc(Cc2csc(Nc3ccc(F)cc3)n2)n1Cc1ccccc1	-19	-2%	0%	-2%	3	10%	19%	-0.3	-0.3

Only TRHR enhancer and D2 ag, for some of the entries so far:
| molecule | TRHR enhancer | D2 ag |
| --- | --- | --- |
| COc1ccc(OC)c(/C=C/c2c([N+](=O)[O-])c(=O)n(C)c(=O)n2C)c1 | 2 | -0.4 |
| NC(=O)CSc1nnc(Cc2csc(Nc3ccc(F)cc3)n2)n1Cc1ccccc1 | 3 | -0.3 |
| COc1ccc(CCNC2CC(=O)N(CCc3ccc(OC)c(OC)c3)C2=O)cc1OC (stereo unspecified) | 3 | 0.4 |
| CCCS(=O)(=O)N1CCCC(C(=O)c2cccc(Cl)c2)C1 (stereo unspecified) | -2 | -1.4 |
| S=C(c1ccc(Br)cc1)N1CCN(Cc2ccccc2)CC1 | -2 | 0.5 |

Compound profiles, as listed above.
Shown for O=C(COC(=O)c1cc(=O)[nH]c2ccccc12)NCc1ccc(Cl)cc1 : D2 antag = -3; Pin1 inh = 9%; USP1-UAF1 inh = -17%; TrxR1 substrate = 3%; TRHR enhancer = -2; IDH1 R132H inh = -7%; rTrxR1 inhibitor = 9%; D2 ag = 0.2; TRHR ag = 1.7
Shown for CN(CC(=O)Nc1ccc(N2CCOCC2)cc1)CC(=O)Nc1cccc(C#N)c1 : D2 antag = -20; Pin1 inh = 1%; USP1-UAF1 inh = 4%; TrxR1 substrate = -9%; TRHR enhancer = -1; IDH1 R132H inh = 2%; rTrxR1 inhibitor = -5%; D2 ag = -0.9; TRHR ag = -0.3

Going on with the list.
SMILES	D2 antag	Pin1 inh	USP1-UAF1 inh	TrxR1 substrate	TRHR enhancer	IDH1 R132H inh	rTrxR1 inhibitor	D2 ag	TRHR ag
Nc1cc2c3ccccc3ccc2c2ccccc12	x	u	-25%	41%[activator][57.1 µM]	x	12%	14%[57.1 µM]	x	x
CC(=O)c1cc(CN2CCCCC2)cc(OC(C)C)c1	-3	-4%	-20%	12%	-1	4%	u	-0.3	0.4
Cc1ccc(-n2c(CSc3nc(C)cc(C)n3)nnc2SCC(=O)NCc2ccco2)cc1	-16	-3%	-17%	7%[57.1 µM]	3	0%	-22%	0.0	-0.9
COc1ccc(-c2nsc3c(N4CCCCC4)ncnc23)cc1	2	1%	-19%	3%	-7	1%	14%	-1.8	-0.3
CC(=O)OCCCNc1cc(SCc2ccco2)c2nonc2c1[N+](=O)[O-]	-10	x	0%	-17%	-5	-3%	2.5µM*	0.6	0.0
CCOCc1nnc(NC(=O)CCc2ccccc2)s1	-1	10%	4%	-2%	-2	3%	1%	-1.1	1.2
Cc1ccccc1C(=O)NCC(=O)OCCCOC(=O)CNC(=O)c1ccccc1C	-1	-7%	-21%	-1%[57.1 µM]	4	-3%	8%[57.1 µM]	-0.2	0.0
CC(C(=O)N1CCCCC1)n1sc2ccccc2c1=O (stereo unspecified)	-7	2%	-3%	-4%	-3	-2%	-2%	-0.9	-0.6
O=Cc1ccc(C(=O)OCC(=O)Nc2ccc(F)cc2F)cc1	-1	-4%	-9%	1%	-1	4%	12%	-0.2	-0.6
Cc1cc(C(=O)Nc2ccccc2Cc2ccccc2)no1	10	-1%	-27%	1%	-6	-5%	16%	0.4	0.0
Cc1c(Cl)cccc1-c1ccc(C(=O)Nc2ccc(F)cc2)o1	x	12%	0%	-8%	0	0%	-17%	x	2.9
CC(=O)Nc1nc(SCc2cccc3ccccc23)n[nH]1	30	1%	-19%	0%	-3	8%	13%	0.7	1.3
Cc1ccc(S(=O)(=O)NCc2ccco2)cc1C(N)=O	-16	1%	-1%	8%[57.1 µM]	1	-1%	1%[57.1 µM]	5.3	-1.3
O=C(Cn1c(CSc2ccccc2)nc2ccccc21)Nc1ccccc1	6	x	x	x	-2	x	x	0.2	-0.7
COc1ccc(-c2ccn(-c3cccc(F)n3)n2)cc1	10	15%	-11%	-3%	-4	6%	-51%	0.4	0.2
N#CC1=C(N)N(c2ccccc2)C2=C(C(=O)CCC2)C1c1cccs1 (stereo unspecified)	1	u	-14%	-7%	1	2%	u	0.1	-0.4
CCn1ccnc1C(O)c1ccc(N(C)C)cc1 (stereo unspecified)	6	0%	-9%	13%[57.1 µM]	5	3%	40µM*	0.6	0.6
CCN(CC)C(=O)COc1ccc2c(-c3ccc(OC)cc3)cc(=O)oc2c1	-1	2%	-17%	-4%	-3	-2%	-4%	-0.4	0.0
Cc1ccc(Cl)cc1NC(=O)CCNC(=O)N1CC(=O)Nc2ccccc21	-19	-11%	-22%	4%	-2	-3%	10%	0.1	0.0
COc1cc(NC(=O)CNS(=O)(=O)c2cccs2)cc(OC)c1OC	x	30%	-33%	-1%[57.1 µM]	0	-7%	11%[57.1 µM]	0.8	0.8
O=C(CS(=O)(=O)c1cn(Cc2ccc(F)cc2)c2ccccc12)N1CCCCC1	10	-3%	-11%	0%	2	-7%	6%	1.1	-0.4
Cc1[nH]c2ccccc2c1C=NNC(=O)c1cc(-c2cccnc2)nc2ccccc12	x	10%	-11%	-2%	x	-15%	5%	x	x
CCC(C)(C)C1CCc2[nH]nc(C(=O)NCC3CC3)c2C1 (stereo unspecified)	3	3%	-27%	0%	24	-12%	10%	-1.1	-0.3
CCOC(=O)c1oc2ccc(S(=O)(=O)n3nc(-c4ccc(OC)cc4)cc3N)cc2c1C	7	12%	-6%	4%	9	3%	11%	-2.4	0.0
CCCC(=O)Nc1nnc(-c2cccc(OCC)c2)s1	0	-11%	-6%	6%	-4	12%	10%	0.7	-0.2
O=C(NC1CCCCC1)c1ccc(Cn2c(SCc3ccc(F)cc3)nc3cccnc32)cc1	x	19%	17%	8%	3	-18%	6%	-0.2	-0.2
Cc1cccc(/C=N/NC(=O)c2c(-c3ccccc3)noc2C)c1O	-3	-4%	-20%	-12%	-2	2%	8%	0.5	0.4
O=C(CCCn1c(=O)c2sccc2n(CC(=O)OCc2ccccc2)c1=O)NCc1ccco1	-2	-8%	-4%	-12%[57.1 µM]	-5	-7%	u	-0.4	0.0
CCOc1ccc(N2C(=O)CC(NCCc3ccncc3)C2=O)cc1 (stereo unspecified)	5	0%	-5%	9%	-2	0%	14%	-0.1	0.0
CCn1c(-c2ccco2)nc2ccccc21	1	2%	-9%	37%[activator]	-2	10%	u	-0.8	-2.7
O=c1[nH]c(C2CCN(S(=O)(=O)Cc3ccccc3)CC2)nc2c1nnn2Cc1ccccc1	6	6%	-1%	0%	1	8%	21%	-0.5	-1.6
Cc1ccc(-n2nnnc2/C=C\Nc2cc(C)on2)cc1	-11	2%	-19%	1%	3	2%	0%	x	-1.0
O=C1NCC2=C1C(c1ccccc1)Nc1ccccc1N2 (stereo unspecified)	0	-9%	u	-7%	7	7%	-4%	2.2	0.6
CC(=O)NC(C(=O)OCC(=O)N(c1ccccc1)c1ccccc1)C(C)C (stereo unspecified)	-11	-3%	-22%	3%	-2	7%	11%	0.8	0.2
Cc1cc(Cl)ccc1NC(=O)C(=O)N/N=C/c1ccc2c(c1)OCO2	-12	-1%	-3%	-4%	-4	-10%	-6%	-2.9	-0.4
CCCc1nc2oc3cc(OC)ccc3c(=O)c2c(=O)n1CCc1ccccc1	3	11%	-19%	-22%[57.1 µM]	-2	1%	14%[57.1 µM]	-1.4	-1.1
